# Arrestin-AP2 inh: human beta-arrestin and AP2 interaction inhibition | FITC-arrestin peptide / GST-AP2 beads, flow cytometry; AP2 beta2 appendage carries R879A mutation | inhibition, % at 10 µM | 340,000 compounds, 0.31% hits;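 active = inhibition above a set limit, near 3 SD of compounds lacking own fluorescence, cut at about 54% in these data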;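 also: plate controls were DMSO wells for no effect and 5 µM unlabelled arrestin peptide for full effect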
#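 system = GST-tagged AP2 beta2-adaptin appendage (R879A) on 4 µm glutathione beads | reagent = FITC-labelled arrestin peptide probe, 50 nM final | schedule = compound with beads 12 min RT, then probe 1 h RT | signal = HyperCyt-sampled flow cytometry, FL1 channel, ex 488/em 535 nm | read-out = percent response from loss of bead-bound FITC fluorescence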
# Keap1 Nrf2 FP: disrupts human Keap1 binding to Nrf2 peptide | 340,000 compounds, 0.15% hits | Q14145 | inhibition, % at 9.4 µM | Keap1 Kelch-Nrf2 peptide fluorescence polarization, 1536-well; in the data active = inhibition above about 12%;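 also: human Keap1 Kelch domain with fluorescein labeled Nrf2 9mer peptide probe; 0% = neutral control wells and 100% = peptide positive control; higher means more block of Keap1 binding to Nrf2 peptide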
# DAGLB inh: blocks human DAGLB lipase activity; Q8NCG7; HEK293T DAGLB membrane lysate, EnzChek fluorogenic substrate; inhibition, % at 5.17 µM; 340,000 compounds, 0.059% hits; AID 504411; in the data active = inhibition above about 34%;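 also: 0% = enzyme with vehicle and 100% = wells lacking enzyme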
# Target sequence (Q8NCG7 whole entry, looked up): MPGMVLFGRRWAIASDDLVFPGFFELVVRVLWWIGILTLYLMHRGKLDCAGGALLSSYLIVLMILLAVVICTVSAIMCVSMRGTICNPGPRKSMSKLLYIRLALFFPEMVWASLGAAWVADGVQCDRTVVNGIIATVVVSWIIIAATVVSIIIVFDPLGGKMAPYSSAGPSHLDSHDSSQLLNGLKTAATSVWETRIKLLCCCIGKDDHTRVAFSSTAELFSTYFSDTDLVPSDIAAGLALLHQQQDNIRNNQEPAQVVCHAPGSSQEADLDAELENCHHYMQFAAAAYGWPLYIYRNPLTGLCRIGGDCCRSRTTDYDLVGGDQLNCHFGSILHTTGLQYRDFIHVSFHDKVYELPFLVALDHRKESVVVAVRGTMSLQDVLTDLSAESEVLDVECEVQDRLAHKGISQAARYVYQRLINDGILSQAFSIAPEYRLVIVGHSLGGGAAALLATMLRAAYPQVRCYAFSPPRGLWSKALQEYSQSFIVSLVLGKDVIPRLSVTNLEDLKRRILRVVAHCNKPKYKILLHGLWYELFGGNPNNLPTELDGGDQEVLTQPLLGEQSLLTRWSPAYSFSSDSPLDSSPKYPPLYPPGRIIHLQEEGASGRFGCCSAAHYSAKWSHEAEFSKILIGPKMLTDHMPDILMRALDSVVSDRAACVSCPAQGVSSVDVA
# C-LANA FP: KSHV C-LANA DNA binding inhibition | AID 504423 | MBP-C-LANA/FAM-LBS DNA binding, fluorescence polarization | inhibition, % at 9 µM | 340,000 compounds, 0.078% hits;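 active = highest replicate inhibition at or above 60% at 9 µM, even if other replicates fall short; inactive = all replicates below 60% inhibition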;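 also: 0% = neutral control wells and 100% = 4 µM acridine orange control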
# CAL PDZ FP-1: human CAL PDZ-peptide interaction inhibition; AID 504414; 330,000 compounds, 0.02% hits; inhibition, % at 20 µM; purified CAL PDZ, TMR-peptide fluorescence polarization, 1 h; Q9HD26;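 active = highest replicate inhibition of at least 40%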;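 also: plate controls were DMSO neutral control wells for no effect and unlabeled competitor peptide control wells for full effect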
#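 System: tagged CAL PDZ domain. Schedule: 1 h room-temperature incubation prior to read. Signal: fluorescence polarization (mP). Measure: percent inhibition from loss of millipolarization.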
# Cardiac RTF inh: cardiac RTF calcium desensitization. P19429+P45379. IANBD-labeled cardiac RTF, Ca2+ fluorescence. inhibition, % at 7.15 µM. 340,000 compounds, 0.12% hits;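 active = inhibition above the mean inhibition of all tested compounds plus 3 SD, cut at about 17% in these data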;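 also: assay run at fixed EC70 calcium of 1.6 mM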
# CAL PDZ FP-2: blocks peptide binding to the human CAL PDZ domain; inhibition, % at 24.9 µM; 300,000 compounds, 0.92% hits; AID 602252; purified CAL PDZ, TMR-peptide fluorescence polarization, 1 h;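 active = mean inhibition of at least 30% with at least half of replicates also reaching 30%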;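 also: 0% = DMSO neutral control and 100% = excess unlabeled competitor peptide PRC23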
# V-ATPase pH: alters yeast V-ATPase proton transport; S. cerevisiae, pHLuorin cytosolic pH fluorescence; response, % at 10 µM; 350,000 compounds, 0.37% hits; in the data active = response mostly above about 7.3%, no sharp cut-off; inactive = mostly below about 5.4%; also: actives read high; inactives centre near 0; some compounds called inactive have numbers as strong as hits; reference of the scale not given here
# NSD2 HMT inh: NSD2 (human) methyltransferase inhibition; inhibition, % at 12.5 µM; AID 743445; O96028; NSD2 peptide methylation, AlphaScreen, 120 min; 310,000 compounds, 0.54% hits; in the data active = inhibition above about 50%
# Pemphigus Ab inh: inhibitors of pemphigus antibody binding to human desmoglein-3; DSG3-coupled beads, scFv-anti-DSG3-GFP binding, flow cytometry; hits give low values; AID 588358; 310,000 compounds, 0.48% hits; P32926; binding (percent of control), % at 10 µM;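 active = binding more than 3 SD below its plate's average and above zero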;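 also: hits lower antibody fragment binding to DSG3; some compounds called inactive have numbers as strong as hits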
# * marks the source's active call; other numbers are inactive results; · = not tested or not shown. This is a subset; rates above refer to the full screens.
SMILES,Arrestin-AP2 inh,Keap1 Nrf2 FP,DAGLB inh,C-LANA FP,CAL PDZ FP-1,Cardiac RTF inh,CAL PDZ FP-2,V-ATPase pH,NSD2 HMT inh,Pemphigus Ab inh
COc1ccc(/C=C/c2ccc(=O)n(Cc3ccccc3)n2)cc1,25.3,0.1,-4.2,1.9,-0.5,4.1,-3.4,-2.8,-1.9,99.9
CCC(=O)Nc1nc2ccccc2n1Cc1ccccc1C,69.6*,0.9,-1.4,-4.5,-1.7,-9.9,-0.1,1.9,3.9,·
CC(C)CC(=O)Nc1ccc([N+](=O)[O-])cc1Cl,5.6,-0.6,-4.8,1.0,-0.8,-10.6,·,-1.5,-3.5,96.2
ClCc1c2ccccc2cc2ccccc12,-1.5,-0.4,0.6,0.2,0.0,9.1,-3.7,-4.6,·,·
COc1ccc(-c2cc(C(=O)Nc3cc(S(N)(=O)=O)ccc3C)c3ccccc3n2)cc1OC,37.2,1.3,0.1,0.9,-1.6,0.0,-3.3,0.7,-1.3,106.7
COc1ccc(CCNC(=O)c2c(C)cc(=O)oc2C)cc1OC,1.1,4.5,-3.7,-0.2,-0.7,-3.9,-7.8,2.6,-4.6,103.9
Cc1ccccc1Cn1nc(C)c(NC(=O)c2ccccc2)c1C,-26.7,-2.5,-0.1,-1.4,-0.2,-2.3,-4.3,-5.2,35.5,117.3
CCN1C(=O)/C(=C/c2cccs2)SC1=Nc1ccc(OC)cc1,-2.3,0.1,-1.2,1.8,-0.5,-4.0,-5.1,1.1,-1.1,105.7
N/C(=N\c1nc2ccccc2o1)NC(=O)C(Cc1ccccc1)N1C(=O)c2ccccc2C1=O (stereo not given),-3.2,-1.4,-6.9,1.6,-0.6,-2.5,-0.3,-5.3,-2.5,101.1
CCOCCCN(C(=O)CNC(=O)c1ccco1)C(C(=O)NC1CCCC1)c1ccccc1C (stereo not given),25.6,-4.3,0.5,1.4,-0.6,0.2,-1.5,-1.8,-0.2,77.2
CCCCNC(=O)CN1CCC2(O)CCCCC2C1c1ccccc1OC (stereo not given),3.0,-3.5,-2.3,2.3,-0.3,-8.2,-1.2,0.4,1.6,100.8
CC1(C)CC(=O)C2=C(C1)N(c1ccccc1)C(N)=C(C#N)C2c1ccsc1 (stereo not given),-1.2,0.3,-1.8,-1.3,0.4,-0.4,-4.5,2.0,2.7,99.1
O=c1c2cc(Cl)ccc2[nH]c(=S)n1Cc1ccccn1,-1.0,-0.9,-8.7,2.3,-0.9,-0.4,-5.5,2.0,1.3,106.3
CC1(C)Cc2c(c(N3CCOCC3)nc3snc(Br)c23)CO1,1.0,3.8,-7.5,-0.6,-1.3,-3.0,6.9,0.9,4.0,·
CN(C)CCCCOc1ccccc1-c1ccccc1,8.3,1.2,1.6,2.1,1.0,-7.7,-0.3,-3.0,11.7,98.4
CN(C(=O)CSc1cc(Cl)ccc1Cl)C1CCS(=O)(=O)C1 (stereo not given),11.3,-2.7,0.8,-0.1,-0.4,-9.5,-4.1,-2.5,6.7,94.6
Cc1cccc(N2CCN(S(=O)(=O)c3c(C)[nH]c(=O)[nH]c3=O)CC2)c1C,-8.2,-2.8,2.1,-1.2,-2.6,-2.6,-1.5,1.3,4.5,122.5
O=C(CCc1ccccc1)NCc1ccc2c(c1)OCO2,30.6,1.7,-10.9,0.5,-0.2,3.8,-5.2,1.4,-2.7,104.0
O=C(NCC(=O)N(Cc1ccccc1)C(C(=O)NC1CCCC1)c1ccncc1)c1ccco1 (stereo not given),-2.6,0.5,-1.8,0.5,-2.2,-29.0,-3.9,2.7,-4.8,111.3
CCCCCCC[C@@H](C/C=C/CCC(=O)N(C)C/C(=C/Cl)C/C(=C\C(=O)N1CC(OC)=CC1=O)OC)OC,-7.0,-4.9,-3.1,-0.9,-0.4,-11.6,3.2,-2.1,·,123.0
CCc1nnc(NC(=O)CSc2nc3c(c(=O)n2C)SC(C)C3)s1 (stereo not given),3.1,-3.6,-0.1,1.1,-1.3,-1.1,·,0.6,·,106.3
CCCCOC(=O)C1=C(C)NC(=O)NC1c1cccc([N+](=O)[O-])c1 (stereo not given),24.7,-3.5,1.4,0.9,-0.8,0.4,-3.8,-1.4,5.6,111.0
Fc1ccc(CSc2ncnc3nc[nH]c23)cc1,3.9,-1.9,-0.7,-0.2,-1.8,-3.9,·,-1.7,·,100.2
CCOc1cc(Cl)c(NC(=O)c2ccco2)cc1OCC,27.3,0.4,-3.9,1.9,-0.3,-2.5,3.7,-4.4,0.5,79.1
COc1ccc(NC(=S)N(CCCN2CCCC2)Cc2ccco2)cc1,-16.7,1.1,0.7,-0.6,-0.3,-3.0,0.1,-1.7,6.4,113.2
CN(C)S(=O)(=O)c1cccc(NC(=O)COC(=O)CCSc2ccc(Cl)cc2)c1,4.5,-1.7,-1.1,-0.8,-0.5,5.0,-7.2,-3.7,-3.6,82.8
COc1ccc(Nc2oc(COc3ccccc3F)nc2C#N)cc1,-5.2,-2.9,5.6,-1.8,-0.7,-4.8,·,-2.1,·,104.3
CC(=O)Nc1ccc(OCC(O)CNC(C)C)cc1 (stereo not given),-2.2,2.2,-2.1,0.0,0.0,7.2,-8.0,-0.5,·,110.1
CC(C)NC(=S)N1CCCN(c2ncccc2[N+](=O)[O-])CC1,2.0,-8.2,-0.4,-0.3,0.7,-1.6,-1.9,3.6,8.4,89.5
CC1=NN(C)C(=O)C1Cc1c(F)cccc1Cl (stereo not given),-1.5,-1.2,-0.5,-1.1,-1.1,-1.4,4.4,-2.8,0.0,·

# Part of the list above, reduced to Keap1 Nrf2 FP.
compound	Keap1 Nrf2 FP
CCOc1cc(Cl)c(NC(=O)c2ccco2)cc1OCC	0.4
COc1ccc(NC(=S)N(CCCN2CCCC2)Cc2ccco2)cc1	1.1

# 3 entries already listed, ordered by molecular weight, low to high.
SMILES,Arrestin-AP2 inh,Keap1 Nrf2 FP,DAGLB inh,C-LANA FP,CAL PDZ FP-1,Cardiac RTF inh,CAL PDZ FP-2,V-ATPase pH,NSD2 HMT inh,Pemphigus Ab inh
CC(C)NC(=S)N1CCCN(c2ncccc2[N+](=O)[O-])CC1,2.0,-8.2,-0.4,-0.3,0.7,-1.6,-1.9,3.6,8.4,89.5
COc1ccc(Nc2oc(COc3ccccc3F)nc2C#N)cc1,-5.2,-2.9,5.6,-1.8,-0.7,-4.8,·,-2.1,·,104.3
CCc1nnc(NC(=O)CSc2nc3c(c(=O)n2C)SC(C)C3)s1 (stereo not given),3.1,-3.6,-0.1,1.1,-1.3,-1.1,·,0.6,·,106.3

# (listing goes on)
SMILES,Arrestin-AP2 inh,Keap1 Nrf2 FP,DAGLB inh,C-LANA FP,CAL PDZ FP-1,Cardiac RTF inh,CAL PDZ FP-2,V-ATPase pH,NSD2 HMT inh,Pemphigus Ab inh
COc1ccc(C(O)(c2ccccc2OC)C(CN2CCOCC2)c2ccccc2)cc1 (stereo not given),0.8,1.1,-3.8,0.2,-1.5,0.3,-2.4,1.2,4.9,103.4
O=C(CSc1nnc(CNC(=O)c2ccc(F)cc2)o1)Nc1ccc2c(c1)OCO2,1.4,-1.7,-0.1,-0.1,-0.7,1.0,74.1*,0.5,-7.4,101.7
CCCN1CCC(=O)N([C@H](CSc2ccc(Br)cc2)Cc2ccccc2)CC1,13.6,4.5,-4.2,-0.9,-1.7,-11.0,-3.0,8.7,·,104.7
CCNC(=O)c1cc(S(=O)(=O)N(C)C)c(Cl)cc1Cl,-19.8,4.3,-3.0,-0.5,1.0,2.7,7.6,-1.9,8.2,101.8
CCOC(=O)c1ccc(NC(=O)NC(C)C2CCCO2)cc1 (stereo not given),-3.7,-0.4,1.0,0.0,-1.4,0.2,·,-1.1,0.3,101.5
COc1ccc(/C=N/NC(=O)C(=O)NCc2cccnc2)cc1,1.1,-3.0,1.4,0.5,-1.8,-1.7,-3.5,-2.2,-2.8,82.0
Cc1cc(C)c(C#N)c(SCC(=O)Nc2ccccc2C)n1,15.5,3.8,-1.8,-1.8,-1.1,5.1,5.1,-2.6,-2.6,101.9
CCC1=NN(C(=O)Cc2ccc([N+](=O)[O-])cc2)C(O)(c2ccc(Br)cc2)C1 (stereo not given),4.2,-0.2,0.1,-0.4,-0.3,-5.2,-1.5,3.3,1.7,90.6
CC(C)(C)n1nc2c(c1NC(=O)c1ccccc1)CS(=O)(=O)C2,4.0,-0.2,1.3,3.2,·,-16.8,·,-2.0,-2.2,102.9
O=C(NCc1ccncc1)Nc1cccc([N+](=O)[O-])c1,-16.2,0.4,-2.4,-0.1,-0.3,3.9,0.7,1.8,5.4,94.3
Cc1ccccc1Nc1nc(N)nc(COC(=O)c2cccc(S(=O)(=O)NCc3ccccc3)c2)n1,-7.8,1.3,0.7,1.1,-1.9,-1.0,-2.4,0.3,2.0,115.0
CCCC(NCC(O)COc1ccc(-c2ccccc2)cc1)c1ccccc1 (stereo not given),30.6,1.0,-1.5,-2.0,-0.7,-6.7,-15.4,2.8,2.4,107.9
Cc1cccc(NC(=O)c2c([N+](=O)[O-])c(C(C)(C)C)nn2C)c1,-1.9,-0.9,-7.6,0.9,-0.5,-4.2,1.3,-1.8,-0.4,93.7
CCOc1ccc(-c2c(C(=O)N/N=C/c3ccc(OC)cc3)nnn2-c2nonc2N)cc1,28.6,-4.9,-2.8,2.4,-1.4,-0.2,-2.7,-6.1,-2.3,76.7
O=S(=O)(NCC(c1cccnc1)N1CCN(c2ccc(F)cc2)CC1)c1cc(F)ccc1F (stereo not given),-5.9,0.0,-0.8,3.6,-0.5,-6.2,-8.4,-0.8,19.8,98.0
COc1ccc(Cl)cc1NC(=O)C(C)Sc1n[nH]c(N)n1 (stereo not given),-0.8,1.9,-0.3,-1.5,-0.8,-1.7,·,-0.7,-0.9,·
O=C1C(F)=CC(COC(c2ccccc2)(c2ccccc2)c2ccccc2)OC1n1cc(F)c(=O)[nH]c1=O (stereo not given),-7.3,-6.2,10.0,1.1,-2.0,-5.0,-3.5,-0.8,-2.1,80.8
O=[N+]([O-])c1ccc(OCC(O)CN2CCN(c3ccccc3F)CC2)cc1 (stereo not given),8.4,5.0,-2.4,0.0,-2.0,13.3,1.5,2.4,-0.8,102.4
COc1cc2c(C#N)c(N3CCN(C)CC3)nc(N)c2c(N)n1,3.6,2.1,0.9,-3.2,1.8,-7.2,10.0,-3.2,23.7,97.0
O=C(CCc1nnc(CCCc2ccccc2)o1)NCC(F)(F)F,6.7,-4.6,-2.8,-0.6,-2.5,10.5,-4.6,0.0,-0.7,107.1
Cc1ccc(N2CC(C(=O)Nc3c4c(nn3C(C)(C)C)CS(=O)(=O)C4)CC2=O)cc1 (stereo not given),-1.5,-3.6,-0.6,1.2,-2.3,-5.3,-0.1,-3.5,3.6,106.7
CC(C)COC(=O)Nc1ccc(C(=O)O)cc1,3.6,-0.2,0.6,0.1,-1.1,-3.4,·,5.3,-5.9,102.4
COc1ccc(NC(=O)COC(=O)CC2CCCC2)cc1,26.6,1.0,-3.8,0.6,-0.2,-5.2,-4.0,3.6,-2.0,93.9

# Screening results from PubChem BioAssay.
